G9a inh: G9a (human) methyltransferase inhibition; G9a H3K9 monomethylation, AlphaScreen, 2 h; Potency, µM (titrated, usually from 102 µM), for the others: at the top dose activity, negative = inhibition, hits mostly inhibitors; 350,000 compounds, 8.8% hits; AID 504332; active = well fitted inhibition curve with a large enough effect; inconclusive = small, poorly fitted or top-dose-only effect; inactive = no such curve, though single readings can be large or run the other way; note: nearly all actives have a fitted effect of over 75% in size
Target sequence (Q96KQ7 913-1193 limits assumed): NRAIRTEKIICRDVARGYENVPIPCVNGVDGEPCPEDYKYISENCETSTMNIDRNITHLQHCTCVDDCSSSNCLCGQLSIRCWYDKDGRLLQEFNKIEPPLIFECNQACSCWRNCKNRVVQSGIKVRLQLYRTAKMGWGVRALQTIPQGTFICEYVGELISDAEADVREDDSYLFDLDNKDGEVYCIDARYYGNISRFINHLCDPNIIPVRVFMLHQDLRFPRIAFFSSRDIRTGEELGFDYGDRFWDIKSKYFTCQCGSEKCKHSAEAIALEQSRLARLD
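G9a (20 nM) preincubated 15 min RT with compounds, then 500 nM biotinylated H3K9 peptide and 20 uM SAM added; 2 h RT reaction. Monomethyl-H3K9 product detected by AlphaScreen with anti-H3K9me1 antibody, streptavidin donor and anti-rabbit IgG acceptor beads.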
Active calls of the source: *; ? = inconclusive; [ ] = another dose, or the depositor's remark. % is set by controls: 0 for no effect and ±100 for the full control effect; potency is the fitted concentration of half-maximal effect. These rows are one share of the data; rates above refer to the full screens.

Structure	G9a inh
COc1ccc(NC(=O)N2CC3(CCN(C(=O)c4cccc(F)c4)CC3)C2)cc1	5%[12.7 µM]
COc1ccc(-n2c(=O)c(CCc3ccccc3)nc3cnc(N4CCNCC4)nc32)cc1	1%[12.7 µM]
N[C@@H](C(=O)O)c1ccc(C(=O)O)c(C(=O)O)c1	32%[59 µM]
N#Cc1ccc(CN2CCC3(CC2)CCN(C(=O)c2cccc(F)c2)CC3)cc1	-2%[12.7 µM]
Cc1cc(=O)c2c(O)cc(O)c(C)c2o1	-16%[2.33 µM]
CN(C)CCCn1cc(C2=C(c3c[nH]c4ccccc34)C(=O)NC2=O)c2ccccc21	14µM*
CS(=O)(=O)N1CCC2(CCN(C(c3ccccc3)c3ccccc3)CC2)CC1	-6%[12.7 µM]
CCC1OC(=O)C(C)[C@@H](O[C@H]2C[C@@](C)(OC)C(O)C(C)O2)C(C)[C@@H](O[C@@H]2OC(C)CC(N(C)C)C2O)[C@@](C)(O)CC(C)CN(C)C(C)C(O)[C@]1(C)O (stereo partly drawn)	9%[2.33 µM]
N[C@@]1(C(=O)O)CO[C@H]2[C@H](C(=O)O)[C@H]21	22%[59 µM]
COc1ccc2[nH]cc(CCNc3ccnc(-c4ccccc4C(F)(F)F)n3)c2c1	-3%[0.501 µM]
Cc1cccc(C)c1OC[C@H](C)N	0%[21.5 µM]
O=c1c(-c2ccccc2)nc2cncnc2n1Cc1ccc(F)cc1	-6%[12.7 µM]
CC(=O)N1CCC2(CC1)CCN(c1ccncc1)CC2	-4%[12.7 µM]
COC(=O)N1CCC2(CC1)CN(C(=O)Nc1cccc(F)c1)C2	12%[12.7 µM]
NC1(C(=O)O)C[C@@H](C(=O)O)[C@H](C(=O)O)C1	22%[59 µM]
O=c1c(-c2ccc(F)cc2)nc2cnc(N3CCNCC3)nc2n1Cc1cccs1	12%[0.501 µM]
COCCn1c(=O)c(CCc2ccccc2)nc2cnc(OCc3ccccc3)nc21	-4%[0.501 µM]
N#CCCn1c(=O)c(CCc2ccccc2)nc2cnc(Oc3cccc(Cl)c3)nc21	-5%[12.7 µM]
CCOC(=O)c1c(C)cc(OC)cc1O	-38%[2.33 µM]
CCCCCCCCCCCCCCCCOC[C@H](COP(=O)([O-])OCC[N+](C)(C)C)OC(=O)NC	-18%[59 µM]
COc1ccc(CCNC(=O)C(=O)c2c[nH]c3ccccc23)cc1	26%[59 µM]
O=C1OC2C[C@H]1[C@@H]1C(=O)N(Cc3ccccc3)CCC1C2I (stereo partly drawn)	-22%[59 µM]
O=C(c1cnccn1)N1CCC2(CCCN(Cc3ccccc3)C2)CC1	6%[12.7 µM]
COc1ccccc1-c1ccc2ncnc(N(C)Cc3ccco3)c2c1	-41%[0.501 µM]
COc1ccc(Nc2ncc3nc(-c4cccs4)c(=O)n(Cc4cccc(OC)c4)c3n2)cc1	-21%[0.501 µM]

Three entries from above in a different format:
G9a inh,SMILES
12%[12.7 µM],COC(=O)N1CCC2(CC1)CN(C(=O)Nc1cccc(F)c1)C2
0%[21.5 µM],Cc1cccc(C)c1OC[C@H](C)N
-6%[12.7 µM],CS(=O)(=O)N1CCC2(CCN(C(c3ccccc3)c3ccccc3)CC2)CC1

The list continues:
Structure	G9a inh
N#CCCn1c(=O)c(-c2ccc(Cl)cc2)nc2cnc(N3CCOCC3)nc21	-2%[0.501 µM]
CC(=O)SC1CC2=CC(=O)CC[C@@]2(C)C2CC[C@@]3(C)[C@@H](CC[C@@]34CCC(=O)O4)C12 (stereo partly drawn)	-17%[2.33 µM]
CCNc1ncc2nc(-c3cccs3)c(=O)n(-c3ccc(OC)cc3)c2n1	15%[12.7 µM]
Cc1nc2cnc(N(C)C)nc2n(C)c1=O	3%[12.7 µM]
C=C(NC(=O)C(=C)NC(=O)c1csc(C2=NC3c4csc(n4)C4NC(=O)c5csc(n5)C(C(C)(O)C(C)O)NC(=O)C5CSC(=N5)C(=CC)NC(=O)C(C(C)O)NC(=O)c5csc(n5)C3(CC2)NC(=O)C(C)NC(=O)C(=C)NC(=O)C(C)NC(=O)C(C(C)CC)NC2C=Cc3c(C(C)O)cc(nc3C2O)C(=O)OC4C)n1)C(N)=O (stereo not drawn)	-21%[2.33 µM]
CCNc1ncc2ncc(=O)n(CCc3ccccc3)c2n1	-2%[12.7 µM]
CC(C)(C)c1ccc(C(=O)N2CCC(=O)N([C@H](COCc3ccc(Cl)cc3)Cc3ccccc3)CC2)cc1	-2%[59 µM]
Cc1cc2c(cc1Cl)C(c1ccc3c(c1)OCO3)CC(=O)O2 (stereo not drawn)	18%
COc1ccccc1CCn1c(=O)c(-c2cc(F)cc(F)c2)nc2cncnc21	-1%[12.7 µM]
COc1ccc(-c2nc3cnc(N4CCOCC4)nc3n(Cc3cccs3)c2=O)cc1	2%[0.501 µM]
CN(C)C(=O)c1ccc(-c2cc(Nc3ccccc3)ncn2)cc1	-3%[0.501 µM]
O=C(c1cccc(F)c1)N1CCC2(CC1)CCN(c1ccncc1)CC2	0%[12.7 µM]
c1csc(CNc2nc(-c3ccoc3)nc3ccccc23)c1	?
CN(Cc1ccco1)c1cc(-c2cccc(NS(C)(=O)=O)c2)ncn1	6%[0.501 µM]
COc1ccc(NC(=O)N2CCCC3(CCN(C(=O)c4c(C)noc4C)CC3)C2)cc1	-3%[12.7 µM]
CCNc1ncc2nc(-c3ccc(OC)cc3)c(=O)n(CCc3ccccc3)c2n1	23%[0.501 µM]
Nc1ncnc2c1ncn2[C@@H]1O[C@H](COP(=O)(O)OP(=O)(O)O)[C@@H](O)[C@H]1O	35%[59 µM]
CN1C(=O)CC[C@@H]1c1cccnc1	-2%[21.5 µM]
COc1cc2oc(=O)cc(-c3ccc(-c4cccc(N)c4)cc3)c2c(OC)c1OC	28µM*
Cc1noc(C)c1C(=O)N1CCC2(CCN(Cc3ccccc3)CC2)CC1	-3%[12.7 µM]
Cn1c(=O)c(-c2cccc(C#N)c2)nc2cnc(Oc3ccccc3)nc21	-4%[0.501 µM]
COCCn1c(=O)c(-c2ccc(OC)cc2)nc2cnc(OCc3ccccc3)nc21	-5%[0.501 µM]
O=C(c1cnccn1)N1CCC[C@@]2(CCN(Cc3cc(C(F)(F)F)cc(C(F)(F)F)c3)C2)C1	-2%[12.7 µM]
CC1(C)S[C@@H]2[C@H](NC(=O)COc3ccccc3)C(=O)N2[C@H]1C(=O)O (tested in a mixture with another compound)	29%[21.5 µM]
N[C@H](CSC(c1ccccc1)(c1ccccc1)c1ccccc1)C(=O)O	8%[59 µM]

Fetched by structure from the entries so far, 4 records:
Structure	G9a inh
COc1cc2oc(=O)cc(-c3ccc(-c4cccc(N)c4)cc3)c2c(OC)c1OC	28µM*
CN1C(=O)CC[C@@H]1c1cccnc1	-2%[21.5 µM]
Cc1nc2cnc(N(C)C)nc2n(C)c1=O	3%[12.7 µM]
O=C(c1cccc(F)c1)N1CCC2(CC1)CCN(c1ccncc1)CC2	0%[12.7 µM]

Next entries follow:
Structure	G9a inh
O=C(c1cccc(F)c1)N1CCC[C@@]2(CCN(Cc3ccccc3)C2)C1	4%[12.7 µM]
COc1ccccc1CN1CC[C@@]2(CCCN(C(C)=O)C2)C1	-4%[12.7 µM]
FC(F)(F)c1ccccc1-c1cncnc1-n1ccnc1	1%[0.501 µM]
Cc1noc(C)c1C(=O)N1CCC2(CCN(Cc3ccc(C#N)cc3)CC2)CC1	31%[12.7 µM]
O=C(O)CCC/C=C\CC1C2CCC(O2)C1CNNC(=O)Nc1ccccc1 (stereo not drawn)	21%[59 µM]
COc1ccc(Oc2ncc3nc(-c4ccc(Cl)cc4)c(=O)n(C4CC4)c3n2)cc1	10%[0.501 µM]
O=C(c1cccc(F)c1)N1CCC2(CCN(Cc3cc(C(F)(F)F)cc(C(F)(F)F)c3)CC2)CC1	?
O=C(c1csnn1)N1CCC2(CCN(Cc3nccs3)CC2)CC1	-6%[12.7 µM]
COc1cccc(Cn2c(=O)cnc3cnc(N4CCN(C)CC4)nc32)c1	1%[0.501 µM]
COc1ccc(Oc2ncc3nc(-c4ccc(F)cc4)c(=O)n(C[C@H]4CCCO4)c3n2)cc1	0%[0.501 µM]
Cc1noc(C)c1-c1nccc(N2CCOCC2)n1	20%[0.501 µM]
N#Cc1cccc(-c2nc(NCc3cccs3)c3ccccc3n2)c1	24%[0.501 µM]
CN(C)c1ncnc2ccc(-c3ccoc3)cc12	2%[0.501 µM]
c1ccc(C(c2ccccc2)N2CC[C@@]3(CCCNC3)C2)cc1	-28%[12.7 µM]
CCS(=O)(=O)N1CCC[C@H]2CN3CCc4cc(OC)ccc4[C@@H]3C[C@@H]21	15%[59 µM]
COc1ccc(Oc2ncc3ncc(=O)n(Cc4cccs4)c3n2)cc1	1%[12.7 µM]
CCCCC[C@H](O)/C=C/C1=C(C/C=C\CCCC(=O)O)C(=O)CC1	31%[59 µM]
CC(C)NC(=O)N1CCC2(CC1)CCN(C(=O)c1cc(C(F)(F)F)cc(C(F)(F)F)c1)CC2	4%[12.7 µM]
CC(=O)N1CCC2(CCCN(c3ccncc3)C2)CC1	9%[12.7 µM]
O=C(c1cccc(F)c1)N1CCC[C@@]2(CCN(c3ccccn3)C2)C1	-6%[12.7 µM]
O=C(c1csnn1)N1CCC2(CC1)CCN(c1ccccn1)CC2	-1%[12.7 µM]
c1ccc([C@@H]2CN3CCSC3=N2)cc1	22%[21.5 µM]
COc1ccccc1CN1CCC2(CC1)CCN(C(=O)c1cccc(F)c1)CC2	-5%[12.7 µM]
CC(=O)OC1C[C@]2(C)C(C(C)=O)CCC2C2CCC3=CC(=O)CC[C@@]3(C)C12 (stereo partly drawn)	-29%[2.33 µM]
CN1CCN(c2ncc3ncc(=O)n(Cc4ccc(F)cc4)c3n2)CC1	-2%[0.501 µM]
CC1(C)C=CC(=O)[C@]2(C)C1CC(=O)[C@]1(C)C2CC[C@@]2(C)C(c3ccoc3)OC(=O)C3OC321 (stereo partly drawn)	-45%[2.33 µM]
COc1ccc(NC(=O)N2CC3(CCNCC3)C2)cc1	-2%[12.7 µM]
COc1cccc(-c2nc(NC3CC3)c3ccccc3n2)c1	-1%[0.501 µM]
CC1(C)OC2CC3C4CC(F)C5=CC(=O)CC[C@@]5(C)C4C(O)C[C@@]3(C)[C@]2(C(=O)CO)O1 (stereo partly drawn)	11%[2.33 µM]
CSc1nc(N2CCN(CCO)CC2)c2sc3nc(-c4ccco4)c4c(c3c2n1)CCC4	-14%[59 µM]
COc1c(CC(=O)c2cc3c(cc2O)OC(C)(C)C(O)C3)ccc2c1C=CC(C)(C)O2 (stereo not drawn)	-22%[2.33 µM]
CCNc1ncc2nc(-c3cccc(C#N)c3)c(=O)n(C)c2n1	-4%[12.7 µM]
N#Cc1ccc(CN2CCCC3(CCN(C(=O)c4ccncc4)CC3)C2)cc1	2%[12.7 µM]
COc1ccc(-c2nc3cnc(Nc4cccc(OC)c4)nc3n(CCC#N)c2=O)cc1	2%[12.7 µM]
CC[C@@H](C)[C@@H](CO[C@@H](Cc1ccccc1)C(=O)N[C@@H](CCS(C)(=O)=O)C(=O)OC(C)C)NC[C@@H](N)CS	22µM*
CC(=O)N1CCC[C@@]2(CCN(C(c3ccccc3)c3ccccc3)C2)C1	-1%[12.7 µM]
N#CCCn1c(=O)c(-c2ccc(Cl)cc2)nc2cnc(N3CCNCC3)nc21	1%[0.501 µM]
Cn1cccc1C(=O)N1CCC2(CCCN(c3cccc(-c4ccccc4)c3)C2)CC1	-6%[12.7 µM]
c1csc(CNc2ccnc(-c3ccoc3)n2)c1	-4%[0.501 µM]
Cc1noc(C)c1-c1cncnc1N1CCN(C)CC1	20%[0.501 µM]
Cc1nc2cnc(OCc3ccccc3)nc2n(CCC#N)c1=O	7%[12.7 µM]
COc1ccc2[nH]cc(CCNc3ncncc3-c3ccccc3Cl)c2c1	-17%[0.501 µM]
O=C(c1ccco1)N1CCC2(CC1)CCN(C(c1ccccc1)c1ccccc1)CC2	-9%[12.7 µM]
N[C@@H](Cn1c2c(c(=O)[nH]c1=O)CCC2)C(=O)O	29%[59 µM]
CC(=O)N1CCC2(CCN(Cc3ccc(C#N)cc3)CC2)CC1	-1%[12.7 µM]
Cn1cc(-c2nc3cnc(OCc4ccccc4)nc3n(CCC#N)c2=O)c2ccccc21	3%[0.501 µM]
CS(=O)(=O)N1CCC2(CC1)CN(C(=O)Nc1cccc(F)c1)C2	-1%[12.7 µM]
COc1cccc(-c2nccc(NCc3cnc(C)cn3)n2)c1	10%[0.501 µM]
Cc1ccc(C2CC(=O)Oc3cc(C)c(Cl)c(C)c32)cc1 (stereo not drawn)	101%[activator]
CS(=O)(=O)N1CCC2(CCN(Cc3ccc(C#N)cc3)CC2)CC1	0%[12.7 µM]
CN(C)c1ncc2nc(-c3cc(F)cc(F)c3)c(=O)n(C3CC3)c2n1	2%[0.501 µM]

With a hit mark in G9a inh, among the entries above:
Structure	G9a inh
CN(C)CCCn1cc(C2=C(c3c[nH]c4ccccc34)C(=O)NC2=O)c2ccccc21	14µM*
COc1cc2oc(=O)cc(-c3ccc(-c4cccc(N)c4)cc3)c2c(OC)c1OC	28µM*
CC[C@@H](C)[C@@H](CO[C@@H](Cc1ccccc1)C(=O)N[C@@H](CCS(C)(=O)=O)C(=O)OC(C)C)NC[C@@H](N)CS	22µM*
